Screening results (PubChem BioAssay)
STEP inh: STEP phosphatase inhibitors, primary screen, biochemical, fluorescence intensity, uHTS; Tyrosine-protein phosphatase non-receptor type 5 (Homo sapiens), P54829; recombinant STEP, OMFP fluorogenic substrate; inhibition, % at 20 µM; hit rate 0.25% among 360,000; AID 588621, 2011;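 active means inhibition at 20 µM, scaled per plate between control wells, above about 37%, limit read from the data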;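 further: 0% = DMSO with enzyme and substrate and 100% = substrate only without enzyme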
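System: STEP phosphatase, cell-free reaction; Buffer or medium: Bis-Tris pH 6.0 buffer with DTT, detergent; Incubation: 20 min at room temperature, dark; Measured by: fluorescence, 480/540 nm.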
CSN deneddyl inh: inhibitors of CSN-mediated cullin deneddylation, primary screen, biochemical, fluorescence polarization, uHTS. COP9 signalosome complex subunit 5 (Homo sapiens), Q92905. Purified CSN, SCF-Nedd8-OG deneddylation. inhibition, % at 12.5 µM. hit rate 0.38% among 360,000;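 active means pattern-corrected inhibition above about 35%, with an unprinted fluorescence ratio check between 0.5 and 1.5, limit read from the data, passing the limit was not always enough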;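 further: 0% = enzyme with substrate and 100% = substrate without enzyme; some results filed as inactive read as strong as hits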
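assay system = purified human Csn5 enzyme expressed in HEK293T cells | amount = 0.24 nM enzyme | buffer or medium = Tris/NaCl/DTT buffer, pH 7.5 | reagent = 10 nM SCFSkp2-Nedd8OG | compound = one concentration, 12.5 µM, 0.25% DMSO | times = 90 min reaction at room temperature | signal = FP | read-out basis = % inhibition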
Tb MetRS inh: T. brucei MetRS inhibitors, primary screen, biochemical, luminescence; purified T. brucei MetRS, ATP depletion, Kinase-Glo luminescence; inhibition, % at 11.9 µM; AID 624268, 2012; methionyl-tRNA synthetase (Trypanosoma brucei brucei); hit rate 0.4% among 360,000;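 active means inhibition above a per-plate cutoff of the control wells' mean inhibition plus 3 SD, cut at about 5.5% in these data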;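 further: 0% = DMSO wells median and 100% = median of wells with control inhibitor compound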
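Dosing: 11.9 µM compound single dose, 0.9% DMSO; Assay system: purified T. brucei MetRS enzyme; Measured by: Kinase-Glo luciferase luminescence reporting remaining unconsumed ATP; Schedule: 15 min plus 2 h at 25 °C.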
DNMT1 inh: human DNMT1 methyltransferase inhibitors, primary screen, biochemical, molecular beacon, fluorescence, HinP1I cleavage, uHTS; inhibition (reported as % activation of signal), % at 10 µM; hit rate 0.83% among 360,000; AID 588458, 2011; in the data active means inhibition above about 50%
Target sequence (P26358 504-1616 limits assumed): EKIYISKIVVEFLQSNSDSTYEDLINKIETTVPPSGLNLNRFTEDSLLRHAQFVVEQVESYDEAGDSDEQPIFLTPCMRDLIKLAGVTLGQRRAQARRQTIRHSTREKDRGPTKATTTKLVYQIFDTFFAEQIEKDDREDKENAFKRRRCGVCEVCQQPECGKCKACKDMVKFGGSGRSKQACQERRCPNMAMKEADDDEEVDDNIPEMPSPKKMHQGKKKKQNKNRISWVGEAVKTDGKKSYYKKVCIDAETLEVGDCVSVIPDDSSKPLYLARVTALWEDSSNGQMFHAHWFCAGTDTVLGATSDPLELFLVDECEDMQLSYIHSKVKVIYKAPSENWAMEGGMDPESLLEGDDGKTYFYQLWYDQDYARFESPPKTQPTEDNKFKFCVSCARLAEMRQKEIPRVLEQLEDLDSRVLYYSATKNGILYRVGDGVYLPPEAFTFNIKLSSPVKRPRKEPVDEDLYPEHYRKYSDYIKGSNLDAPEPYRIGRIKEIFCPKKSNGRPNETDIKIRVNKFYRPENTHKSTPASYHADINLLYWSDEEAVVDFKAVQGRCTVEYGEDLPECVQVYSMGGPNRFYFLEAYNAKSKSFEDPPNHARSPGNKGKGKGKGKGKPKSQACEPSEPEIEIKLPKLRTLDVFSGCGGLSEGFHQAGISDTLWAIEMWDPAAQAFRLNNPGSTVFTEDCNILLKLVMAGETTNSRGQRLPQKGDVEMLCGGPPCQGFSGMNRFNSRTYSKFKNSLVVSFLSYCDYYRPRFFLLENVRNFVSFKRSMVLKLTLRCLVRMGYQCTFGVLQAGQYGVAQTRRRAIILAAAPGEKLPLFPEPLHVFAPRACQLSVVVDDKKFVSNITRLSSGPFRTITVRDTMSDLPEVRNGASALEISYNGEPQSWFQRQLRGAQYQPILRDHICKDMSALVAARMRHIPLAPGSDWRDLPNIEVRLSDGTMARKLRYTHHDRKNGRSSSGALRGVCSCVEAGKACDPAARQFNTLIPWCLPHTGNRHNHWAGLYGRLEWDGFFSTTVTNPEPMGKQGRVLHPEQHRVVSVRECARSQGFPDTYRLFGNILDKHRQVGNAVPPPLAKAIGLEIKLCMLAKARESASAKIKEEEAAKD
MsrA inh: bovine MsrA enzyme inhibitors, primary screen, biochemical, absorbance, HTS; AID 651718, 2012; inhibition, % at 15.5 µM; hit rate 0.75% among 360,000; purified bovine MsrA, absorbance read-out; in the data active means inhibition above about 4.5%;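 further: 0% = vehicle wells with enzyme and 100% = reference inhibitor wells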
SUMO1-SIM PPI: modulators of SUMO1 protein-protein interactions, primary screen, biochemical, uHTS; Small ubiquitin-related modifier 1 (Homo sapiens), P63165; SUMO1 binding to a labelled peptide, TR-FRET, 1 h; inhibition, % at 20 µM; hit rate 0.33% among 360,000; in the data active means inhibition above about 37%
Scp-1 inhibitor: Scp-1 phosphatase inhibitors, primary screen, biochemical, colorimetric, uHTS | Carboxy-terminal domain RNA polymerase II polypeptide A small phosphatase 1 (Homo … | Recombinant Scp1, phosphopeptide, malachite green phosphate absorbance | inhibition, % at 20 µM | hit rate 0.88% among 340,000 | AID 493091, 2011;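 active means inhibition above about 50% at 20 µM, limit read from the data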;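 further: plate controls were DMSO wells with enzyme for no effect and wells lacking enzyme for full effect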
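Test system: SCP-1 catalytic domain; Buffer or medium: Acidic Tris acetate buffer with magnesium and detergent; Also added: Phosphorylated 17-residue peptide substrate; Compound: single 20 µM dose, 1% DMSO; Schedule: enzyme reaction 45 min at room temperature, colour 5 min, stabilisation 30 min; Signal: Phosphate-binding colour reagent, absorbance read at 630 nm.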
NadD block: inhibitors of S. aureus NadD, primary screen, biochemical, colorimetric, uHTS | inhibition, % at 20 µM | hit rate 0.78% among 360,000 | AID 602399, 2012 | Nicotinate-nucleotide adenylyltransferase NadD (Staphylococcus aureus N315) | purified NadD enzyme, colorimetric absorbance read-out; in the data active means inhibition above about 26%; further: some compounds past the cut are filed as inactive
Rpn11 block: Rpn11 (PSMD14) deubiquitinase inhibitors, primary screen, biochemical, fluorescence polarization, uHTS | 26S proteasome non-ATPase regulatory subunit 14 (Homo sapiens), O00487 | human 26S proteasome, Ub4-pepOG fluorescence polarization; 20S core pre-blocked with epoxomicin | calls only at 20 µM | hit rate 0.59% among 360,000 | AID 588493, 2011;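 active means inhibition at 20 µM, scaled to each plate's controls, above about 33%, limit read from the data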
LMPTP inh: LMPTP phosphatase inhibitors, primary screen, biochemical, fluorescence intensity, uHTS; Low molecular weight phosphotyrosine protein phosphatase (Homo sapiens), P24666; recombinant LMPTP-A, OMFP fluorogenic substrate; inhibition, % at 20 µM; hit rate 0.22% among 360,000; AID 651560, 2012;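 active means compounds that cut the enzyme signal by at least half of the control window in the single-dose screen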;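 further: plate controls were DMSO wells with enzyme plus substrate for no effect and substrate without enzyme for full effect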
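test system = LMPTP-A | amount = 0.625 nM LMPTP-A final | reagent = fluorogenic phosphatase substrate OMFP at 400 µM final | incubation = 50 min at room temperature | benchmarks = no-enzyme low control, uninhibited high control | medium = Bis-Tris pH 6.0, DTT, detergent | signal = fluorescence intensity of OMFP turnover product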
Active calls of the source: *; i = inactive; . = no result given. Random draw from the library; overall some 3.9% were active at least once.

SMILES | STEP inh | CSN deneddyl inh | Tb MetRS inh | DNMT1 inh | MsrA inh | SUMO1-SIM PPI | Scp-1 inhibitor | NadD block | Rpn11 block | LMPTP inh
O=C(c1cccc(N2C(=O)c3ccccc3C2=O)c1)N1CCCC(C(F)(F)F)C1 (centres undefined) | 0.4 | 0.3 | -0.4 | 3.6 | -0.5 | -12.3 | -6.8 | -0.2 | i | 0.2
COc1ccc2nc3cc([N+](=O)[O-])ccc3c(NNc3ccc([N+](=O)[O-])cc3)c2c1 | 0.1 | 1.8 | 0.3 | -19.7 | -0.9 | -20.7 | -4.7 | 11.2 | i | 1.1
O=C(C1CCN(S(=O)(=O)N2CCCC2)CC1)N1CCCCC1 | -2.7 | 2.4 | -0.7 | -0.1 | 0.4 | 2.4 | -5.2 | 1.6 | i | -1.5
COc1ccccc1CCNC(=O)Cn1ccc2cc(S(=O)(=O)N3CCC(C)CC3)ccc21 | 3.2 | 2.0 | -0.4 | -7.9 | -0.9 | 8.7 | -4.7 | -8.9 | i | 3.2
Cc1ccccc1NC(=S)NC(=O)C1CCCCC1 | 3.7 | 0.5 | -0.1 | 2.7 | -1.4 | 1.8 | -7.6 | -2.9 | i | 1.6
CC(C)=C1C2CCC1C1C(=O)N(CCc3ccccc3)C(=O)C21 (centres undefined) | 1.3 | -2.2 | -1.2 | 0.4 | -0.6 | -0.7 | -6.5 | -5.0 | i | 0.7
CC(=O)n1nc(-c2cccnc2)nc1NCc1cccs1 | -0.2 | 1.4 | -0.7 | 1.4 | -0.4 | -0.6 | -8.4 | -7.0 | i | -1.0
Cn1c(=O)[nH]c(=O)c2c1nc(NCc1ccccc1)n2CCCc1ccccc1 | 1.2 | 7.3 | -1.2 | -2.5 | -0.3 | -0.2 | -4.8 | -4.5 | i | -0.8
O=c1cc(Cc2ccccc2)[nH]c(=S)[nH]1 | 5.1 | 5.2 | -0.1 | -4.1 | 0.6 | -1.0 | 0.6 | -4.0 | i | -1.1
O=[N+]([O-])c1cnc(Sc2ccncn2)c([N+](=O)[O-])c1 | 1.1 | 1.3 | -0.1 | 2.8 | 1.9 | -30.6 | . | 7.1 | i | 34.9
N#CC1=C(N)Oc2n[nH]c(-c3cccs3)c2C1c1ccsc1 (centres undefined) | -0.6 | -2.0 | -1.2 | -4.0 | 1.3 | 19.1 | 3.6 | 20.2 | i | 4.2
Cc1ccc(NS(=O)(=O)c2cc(C(=O)Nc3cccc(N(C)S(C)(=O)=O)c3)ccc2C)c(C)c1 | -1.0 | -2.0 | -0.2 | -6.8 | -1.0 | 4.7 | -10.3 | -0.4 | i | 1.7
CCC(=O)NC1(C(F)(F)F)C(=O)Nc2c1c(=O)[nH]c(=O)n2Cc1ccco1 (centres undefined) | -1.8 | 2.5 | -0.5 | -5.4 | 0.3 | 0.8 | 2.6 | 4.8 | i | 0.6
CN(C)c1ccc(-c2csc(C(O)c3cccc(Cl)c3)n2)cc1 (centres undefined) | -2.1 | 2.5 | 0.0 | -13.7 | -0.1 | -2.5 | . | 0.2 | i | 0.0
O=C(c1cc(Cl)nc2ccccc12)N1CCN(S(=O)(=O)c2cccc(C(F)(F)F)c2)CC1 | 0.6 | -0.9 | -0.5 | 4.0 | -1.7 | -1.7 | -6.9 | -3.2 | i | 0.1
COc1ccc(NC(=O)c2sc3nc(-c4cccnc4)ccc3c2N)cc1 | -1.5 | -4.4 | -0.2 | -7.3 | -0.8 | 21.0 | -3.6 | 6.9 | i | 1.6
COc1ccc(OC)c(-c2nc(CN3CCCCC3c3cccnc3)c(C)o2)c1 (centres undefined) | 2.0 | -3.2 | 0.7 | -5.3 | 0.5 | 4.5 | -9.0 | 2.6 | i | -1.4
Cc1cccc(NC(=O)COC(=O)c2ccccc2SCC(=O)N2CCCC2)c1 | -4.2 | -1.1 | -0.1 | 1.6 | -0.8 | 3.5 | -13.1 | 3.5 | i | -0.1
O=C(CC1C(=O)NCCN1Cc1ccccc1C(F)(F)F)NC1CCCC1 (centres undefined) | 3.2 | -6.0 | -0.3 | -0.3 | -0.2 | 0.2 | -4.5 | -4.5 | i | -1.7
CCCCCCCCN1C(=O)[C@H](CC(=O)NCc2ccccc2)C[C@@]2(C(=O)OCC)CCC=C12 | . | -2.7 | -0.4 | . | -0.6 | 1.6 | . | . | . | 3.3
O=C(O)c1cc(NS(=O)(=O)c2ccc(NCc3ccccc3)c([N+](=O)[O-])c2)cc(C(=O)O)c1 | 4.8 | 3.1 | 0.1 | 4.2 | -0.9 | -12.8 | 13.9 | -9.4 | i | -1.5
COc1ccccc1NC(=O)COC(=O)c1ccccc1SCC(=O)N1CCCC1 | 0.6 | 1.8 | -0.8 | 3.5 | 0.1 | -5.3 | 5.2 | -1.0 | i | 0.7
CCCn1c(SCC(=O)N2CCN(c3ccccc3)CC2)nc2ccccc2c1=O | 3.0 | 1.8 | -1.2 | 0.1 | 0.1 | -2.7 | -0.3 | -2.0 | i | -1.1
OCCCCNCc1cc(Br)ccc1OCc1ccccc1 | -1.7 | 3.7 | -0.2 | -0.9 | -1.1 | -2.6 | -5.7 | -1.7 | i | 0.8
Cc1c(C)c2ccc(OCc3ccc(C(=O)O)o3)c(C)c2oc1=O | -0.5 | 1.8 | -0.6 | 10.8 | 2.4 | -1.3 | 11.2 | -2.9 | i | -1.8

Rewritten with two lines to a compound: 4 of the compounds above
Every second line gives: STEP inh	CSN deneddyl inh	Tb MetRS inh	DNMT1 inh	MsrA inh	SUMO1-SIM PPI	Scp-1 inhibitor	NadD block	Rpn11 block	LMPTP inh
- COc1ccc(OC)c(-c2nc(CN3CCCCC3c3cccnc3)c(C)o2)c1 (centres undefined)
→ 2.0	-3.2	0.7	-5.3	0.5	4.5	-9.0	2.6	i	-1.4
- O=C(c1cc(Cl)nc2ccccc12)N1CCN(S(=O)(=O)c2cccc(C(F)(F)F)c2)CC1
→ 0.6	-0.9	-0.5	4.0	-1.7	-1.7	-6.9	-3.2	i	0.1
- CN(C)c1ccc(-c2csc(C(O)c3cccc(Cl)c3)n2)cc1 (centres undefined)
→ -2.1	2.5	0.0	-13.7	-0.1	-2.5	.	0.2	i	0.0
- O=C(CC1C(=O)NCCN1Cc1ccccc1C(F)(F)F)NC1CCCC1 (centres undefined)
→ 3.2	-6.0	-0.3	-0.3	-0.2	0.2	-4.5	-4.5	i	-1.7

The list goes on:
SMILES | STEP inh | CSN deneddyl inh | Tb MetRS inh | DNMT1 inh | MsrA inh | SUMO1-SIM PPI | Scp-1 inhibitor | NadD block | Rpn11 block | LMPTP inh
CCN1C(=O)N/C(=C/c2cc(C)n(Cc3ccccc3)c2C)C1=O | 3.8 | -1.1 | -0.6 | -12.4 | 4.6* | -12.4 | -1.1 | 16.7 | i | 1.0
COc1ccc(C(=O)NC2=NCCS2)cc1 | -1.2 | -0.9 | -0.9 | 1.0 | 3.2 | -6.0 | -3.0 | -3.4 | i | -2.6
CC(/C=C/c1ccccc1)NC(N)=O (centres undefined) | -1.3 | -5.8 | -0.2 | -2.8 | -0.2 | 5.0 | 7.1 | 5.9 | i | -2.5
CC(=O)Nc1ccc(/C=N/N2C(=O)NC(C)(c3ccc(OC(F)F)cc3)C2=O)cc1 (centres undefined) | -0.3 | 1.3 | -0.9 | -1.3 | -1.2 | -14.9 | 1.9 | 1.9 | i | -0.8
CCC(=O)NCCn1ccc2ccccc21 | -2.0 | -4.3 | -0.5 | -2.3 | 3.2 | -3.6 | -8.4 | -6.0 | i | -2.5
CCC(CC)C(=O)c1c[nH]c(C(=O)NCc2ccc(F)cc2)c1 | 0.2 | 0.6 | 0.6 | 2.5 | -0.6 | 1.3 | -4.5 | -0.4 | i | -0.1
C(=N\Nc1ccccn1)/c1ccc(N2CCOCC2)cc1 | 1.0 | -2.4 | -0.4 | -1.8 | 2.4 | -18.3 | -2.9 | -3.4 | i | 2.1
COc1ccc(Nc2nc3c(C)cccn3c(=O)c2C=O)cc1 | 1.3 | -0.5 | -0.1 | 3.5 | -0.2 | -4.8 | -13.1 | -4.1 | i | -3.6
CC(C)CCNC(=O)CN1N=C(c2ccc(Cl)cc2)CCC1=O | 0.6 | -3.2 | -0.1 | 1.3 | 0.6 | -4.4 | -6.0 | -4.1 | i | 0.1
Cc1ccccc1-c1nnc(SCC(=O)Nc2cccnc2Cl)o1 | -0.5 | -2.2 | -0.3 | 2.6 | 0.5 | -1.9 | -3.8 | 2.0 | i | 0.9
O=C(c1cc([N+](=O)[O-])ccc1Cl)N1CCN(c2ccccc2)CC1 | 4.5 | 0.0 | -0.9 | 7.5 | 0.4 | -13.7 | -2.5 | -5.5 | i | -2.3
O=C(Cn1c(=O)n(Cc2ccc3c(c2)OCO3)c(=O)c2ccccc21)N1CCCc2ccccc21 | 2.2 | 0.0 | -1.5 | -2.5 | -0.3 | 1.9 | -15.7 | 8.7 | i | 2.5
CCCC(=O)Nc1ccc(C(=O)N/N=C2\CC(=O)CC(C)(C)C2)cc1 | -1.4 | -9.3 | -1.0 | -0.2 | -0.3 | 0.4 | -3.8 | -12.3 | i | 0.1
O=C1COc2ccc(-c3csc(NCCc4ccccc4)n3)cc2N1 | 0.4 | 17.2 | 0.5 | -14.6 | -0.2 | -8.9 | -9.6 | -0.6 | i | 19.0
COc1cccc(/C=C2\Oc3cc(OC(=O)N4CCOCC4)ccc3C2=O)c1 | -1.1 | 0.1 | -0.4 | -2.0 | 0.6 | -28.6 | -18.4 | -5.9 | i | 0.3
CN1/C(=C\C(=O)c2cccs2)Sc2ccccc21 | 2.1 | 7.1 | -1.6 | 4.2 | 0.6 | -16.1 | -13.9 | -1.1 | i | 0.9
Cn1cnc2c1c(=O)n(CC(O)CO)c(=O)n2C (centres undefined) | -0.4 | -5.7 | -0.8 | 3.6 | 1.5 | -0.1 | 8.1 | -1.1 | i | 0.0
